PI5P4K alpha inh: blocks human PI5P4K alpha kinase activity; P48426; PI5P4Kalpha enzyme, ADP-Glo luminescence, 60 min; stronger effect = lower value; max response, %; 330,000 compounds, 1.2% hits; AID 652105; active = max response of -50% or lower; inconclusive = between -30% and -50%; inactive = -30% or higher; also: value at the top dose of about 77 µM; % is scaled to controls: 0 for no effect and ±100 for the full control effect
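qHTS, 1536-well: enzyme/substrate mix, compound by pin tool, 5 microM ATP final; RT 60 min; ADP-Glo reagents 1 (45 min) then 2 (30 min); luminescence.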
aSyn yeast inh: alpha-synuclein toxicity inhibition in yeast. Yeast expressing alpha-synuclein, growth rescue, BacTiter-Glo, 24 h. Potency, µM (series often up to 46.1 µM), for inactives: at the top dose growth rescue (activation), most hits filed as activators. 370,000 compounds, 0.14% hits. AID 652106; also: potency is read from the fitted curve at half-maximal effect; % of control where 0% means no effect; nearly all actives have a fitted effect of over 65% in size
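Rescue of yeast growth: cells expressing toxic alpha-synuclein, induced in galactose at OD600 0.02, incubated with compound 24 h at 30 C. ATP luminescence quantified growth; inhibitors of toxicity appear as activators.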
IL2 activator: activates IL-2 in a cell-based reporter assay. IL-2 activation reporter assay, cell-based qHTS; stimulated with anti-CD3/CD4/CD28 beads; in transgenic mouse T cells. activation, % (series mostly up to about 46 µM). 360,000 compounds, 0.065% hits; in the data active = activation above about 50%; inconclusive = mostly about 30% to 49%; also: 0% is about no effect
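Unstimulated transgenic mouse T cells preincubated 60 min with compound, then stimulated with anti-CD3/anti-CD4-coated beads plus anti-CD28 for 18 h at 37 degrees C. IL-2 response read as EGFP and DsRed fluorescence by plate cytometry.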
Abeta rescue: compounds reversing amyloid beta toxicity in yeast | yeast expressing A-beta42, growth rescue, OD600, 48 h; response scale: 0% DMSO, 100% iron-clioquinol control | 410,000 compounds, 0.063% hits | Potency, µM (titrated, usually from 46.1 µM), for inactives: at the highest dose growth rescue, usual class: activators | AID 1347071; also: potency is read from the fitted curve at half-maximal effect; nearly all actives have a fitted effect of over 55% in size
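Yeast growth medium received pinned compounds, then yeast cells expressing toxic A-beta were added; plates incubated at 30 C for 48 hr. Growth read as absorbance at 600 nm, normalized to DMSO and equimolar FeCl3 plus clioquinol controls.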
FUS suppressor: rescues growth of FUS-expressing yeast; S. cerevisiae FUS-expressing, growth rescue, OD600, 24 h; Potency, µM (series often up to 76.6 µM), inactives show at the highest dose growth rescue (activation), hits mostly activators; 390,000 compounds, 0.24% hits;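 also: potency is read from the fitted curve at half-maximal effect; plate controls were DMSO vehicle for no effect and reference control for full effect; nearly all actives have a fitted effect of over 55% in size; some results filed as inactive show a strong effect at the top dose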
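Read-out: OD at 600 nm after 24hr at 30C, reporting rescue of FUS-induced yeast toxicity. Cells at OD 0.005 in galactose (2%) minimal medium; compounds tested in a dilution series; CP55940 titration from 92uM final as control.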
WRN helicase inh: WRN helicase (human) inhibition. 360,000 compounds, 0.46% hits. Q14191. WRN helicase unwinding, fluorescent forked duplex, kinetic. Potency, µM (series often up to 114 µM), for the others: at the top dose activity change, negative = inhibition, hits mostly inhibitors; also: potency is read from the fitted curve at half-maximal effect; % is scaled to controls: 0 for no effect and ±100 for the full control effect; nearly all actives have a fitted effect of over 55% in size
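WRN at 20 nM final preincubated with compound 15 min at room temperature; reaction started with 100 nM fluorophore/quencher forked duplex oligonucleotide and 2 mM ATP final. Unwinding followed kinetically by red fluorescence (ex 525, em 598 nm).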
EPAC1 agonist: EPAC1 (human) agonism | O95398 | EPAC1 agonist qHTS, biochemical assay; response scale: 100% = response to 6.5 mM cAMP | Potency, µM (top dose mostly 154 µM), inactives show top-dose activation, actives largely listed as activators | 360,000 compounds, 0.073% hits | AID 720707; also: potency is read from the fitted curve at half-maximal effect; nearly all actives have a fitted effect of over 60% in size
Target sequence (O95398 whole entry, looked up): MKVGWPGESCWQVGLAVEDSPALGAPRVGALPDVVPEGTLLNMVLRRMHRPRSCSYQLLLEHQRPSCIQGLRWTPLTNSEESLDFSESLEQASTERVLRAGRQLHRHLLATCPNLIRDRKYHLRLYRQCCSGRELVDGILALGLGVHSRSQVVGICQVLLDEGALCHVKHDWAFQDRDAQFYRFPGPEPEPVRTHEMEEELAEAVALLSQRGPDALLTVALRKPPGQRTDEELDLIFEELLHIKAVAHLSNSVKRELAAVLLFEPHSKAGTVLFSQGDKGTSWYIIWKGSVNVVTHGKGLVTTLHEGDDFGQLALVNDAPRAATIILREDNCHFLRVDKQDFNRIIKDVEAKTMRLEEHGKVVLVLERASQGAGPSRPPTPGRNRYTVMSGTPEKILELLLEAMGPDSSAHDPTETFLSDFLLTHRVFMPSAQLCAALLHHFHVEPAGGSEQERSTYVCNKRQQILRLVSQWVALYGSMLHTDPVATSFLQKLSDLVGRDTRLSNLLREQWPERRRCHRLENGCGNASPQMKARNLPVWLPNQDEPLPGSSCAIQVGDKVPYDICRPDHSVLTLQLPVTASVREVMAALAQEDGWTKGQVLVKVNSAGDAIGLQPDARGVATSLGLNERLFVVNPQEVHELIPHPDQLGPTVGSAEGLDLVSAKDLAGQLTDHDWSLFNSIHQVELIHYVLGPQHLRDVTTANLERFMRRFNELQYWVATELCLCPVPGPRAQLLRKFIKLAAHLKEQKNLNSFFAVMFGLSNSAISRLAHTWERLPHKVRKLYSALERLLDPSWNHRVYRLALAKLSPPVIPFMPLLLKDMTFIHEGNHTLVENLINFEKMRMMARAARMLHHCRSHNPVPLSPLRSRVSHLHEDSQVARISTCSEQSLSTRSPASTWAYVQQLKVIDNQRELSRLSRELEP
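Compounds were pinned as a concentration titration into mixtures of EPAC1 (100 nM), BODIPY-GDP-loaded Rap1B (250 nM) and GDP (50 uM). After 5 min at room temperature, fluorescence was followed for 30 min; activity was scaled to 6.5 mM cAMP.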
PLK1 PBD block: PLK1 (human) polo-box domain binding inhibition; Plk1 PBD binding of FITC phosphopeptide, fluorescence polarization; Potency, µM, for inactives: max response, negative = inhibition, hits mostly inhibitors; P53350; AID 720504; 360,000 compounds, 2.8% hits; also: potency is read from the fitted curve at half-maximal effect; series mostly up to about 57 µM; % is scaled to controls: 0 for no effect and ±100 for the full control effect; nearly all actives have a fitted effect of over 65% in size
EPAC1 antagonist: blocks human EPAC1 exchange factor; EPAC1 GEF assay, Rap1b-BODIPY-GDP exchange fluorescence; Potency, µM (titrated, usually from 115 µM), without a hit: at the top dose activity change, negative = inhibition, most hits filed as inhibitors; 360,000 compounds, 0.14% hits; AID 720709;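 also: potency is read from the fitted curve at half-maximal effect; plate controls were vehicle for no effect and positive control for full effect; nearly all actives have a fitted effect of over 50% in size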
Numbers without * were called inactive; ? = inconclusive; / = no result given; [ ] = dose if it differs, or a comment. Unless noted, calls follow the shape of the dose curve; as a rule, active = well fitted curve in the direction sought with a large enough effect; inconclusive = small, poorly fitted or top-dose-only effect, or another doubt; inactive = no such curve, though single readings can be large; an effect the other way counts as inactive or inconclusive.

#1 N/C(Cc1cccs1)=N\OC(=O)COc1ccc(Br)cc1Cl
#2 NS(=O)(=O)c1ccc(N=Nc2c(O)ccc3ccccc23)cc1
#3 CN(c1cccc(NC(=O)CN(c2cccc(Cl)c2)S(=O)(=O)c2ccccc2)c1)S(C)(=O)=O
#4 O=C(NCCO)/C(=C/c1ccc2c(c1)OCO2)NC(=O)c1ccc(Br)cc1
#5 COc1ccc(N2C(=O)/C(=C/c3cccnc3)NC2=S)cc1
#6 O=C(NCC1CCOCC1)C1Cc2c(-c3ccccc3Oc3ccccc3)ccnc2O1 (stereo not given)
#7 COc1ccc(C(=O)NCC[N+](C)(C)C)cc1
#8 CCn1c2ccccc2c2cc(NC(=O)COc3ccccc3OC)ccc21
assay / compound,1,2,3,4,5,6,7,8
PI5P4K alpha inh,4,-27,-7,-6,-7,0,5,2
aSyn yeast inh,17%,-7%,-7%,4%,4%,7%,2%,1%
IL2 activator,-4.1,-0.2,-2.0,1.1,0.0,0.6,-0.1,-0.8
Abeta rescue,4%,2%,10%,-6%,1%,-7%,-16%,24%
FUS suppressor,/,14%,20%,3%,15%,36%,-11%,20%
WRN helicase inh,-16%,-10%,-8%,3%,-2%,-14%,4%,?
EPAC1 agonist,8%,-3%,10%,-12%,-14%,-2%,1%,23%
PLK1 PBD block,-8%,5%,-6%,4%,2%,-7%,1%,-6%
EPAC1 antagonist,-17%,5%,-4%,-7%,5%,-16%,5%,12%

#9 COc1ccccc1N1CCN(CC(O)c2ccc3cc[nH]c3c2)CC1 (stereo not given)
#10 CN1CCC(=NNC(=O)CN(c2cccc(Cl)c2)S(C)(=O)=O)CC1
#11 Nc1nc(NCc2c(F)cccc2Cl)nn1-c1ccccc1
#12 COc1cc(CN2CCC(Oc3cc(C(=O)NC4CC4)ccc3OC)CC2)cc(OC)c1
#13 O=C(NNC(=O)c1cccs1)c1ccc2ccccc2c1
#14 N#C/C(C(N)=O)=c1/ccc2c(c1)N1C3=C(CCCC3)CC3CCCCC31N=2 (stereo not given)
#15 Cc1cc(C)c(C2C(C#N)=C(N)Oc3n[nH]c(C)c32)cc1CN1CCCC1 (stereo not given)
#16 CC(C)NS(=O)(=O)c1ccc(NC(=O)C(C)OC(=O)CCC2CCCCC2)cc1 (stereo not given)
assay / compound,9,10,11,12,13,14,15,16
PI5P4K alpha inh,-4,1,-6,-2,4,26,/,15
aSyn yeast inh,12%,-3%,-8%,6%,0%,?,-3%,9%
IL2 activator,-1.9,-4.9,-1.9,-0.5,2.3,5.2,-0.2,-3.7
Abeta rescue,-16%,2%,21%,-16%,-14%,-21%,-7%,11%
FUS suppressor,-2%,/,18%,19%,10%,38%,41%,32%
WRN helicase inh,8%,-18%,2%,-18%,-7%,-3%,10%,-14%
EPAC1 agonist,-16%,6%,6%,-7%,10%,7%,3%,3%
PLK1 PBD block,-11%,-4%,27µM*,-9%,-10%,-21%,?,3%
EPAC1 antagonist,15%,1%,-13%,2%,-17%,2%,21%,-17%

Overlap with the part before: 4 compounds, followed by the next part.
#13 O=C(NNC(=O)c1cccs1)c1ccc2ccccc2c1
#14 N#C/C(C(N)=O)=c1/ccc2c(c1)N1C3=C(CCCC3)CC3CCCCC31N=2 (stereo not given)
#15 Cc1cc(C)c(C2C(C#N)=C(N)Oc3n[nH]c(C)c32)cc1CN1CCCC1 (stereo not given)
#16 CC(C)NS(=O)(=O)c1ccc(NC(=O)C(C)OC(=O)CCC2CCCCC2)cc1 (stereo not given)
#17 CC(=O)c1cccc(NC(=O)CCCSc2ccccc2)c1
#18 COc1cc(CNCCO)cc(Br)c1OCc1ccccc1Cl
#19 COc1ccc(NC(C)=O)cc1S(=O)(=O)Nc1ccccc1C(=O)NCCc1ccccc1
#20 COc1cccc(-n2c(SCC(=O)NCc3ccco3)nnc2-c2c[nH]c3ccccc23)c1
#21 CCCCOc1ccc(C(=O)NCC(=O)NCCCn2nc(C)cc2C)cc1
#22 CC1CN(S(=O)(=O)c2cc(C(=O)N(CCc3ccccc3)Cc3ccccc3)ccc2Cl)CC(C)O1 (stereo not given)
#23 CN(C)c1ccc(N=Nc2ccccc2C(=O)OCC(=O)N(C)C2CCCCC2)cc1
#24 O=C(COC(=O)CCC(=O)c1cccs1)Nc1cc(S(=O)(=O)N2CCOCC2)ccc1Cl
assay / compound,13,14,15,16,17,18,19,20,21,22,23,24
PI5P4K alpha inh,4,26,/,15,-1,32,-9,-2,1,-3,3,/
aSyn yeast inh,0%,?,-3%,9%,1%,0%,4%,-1%,2%[1.84 µM],1%,-4%,3%
IL2 activator,2.3,5.2,-0.2,-3.7,0.5,-0.7,-3.5,-1.7,3.4,-6.7,-0.1,0.1
Abeta rescue,-14%,-21%,-7%,11%,-8%,15%,9%,2%,8%,16%,-3%,-6%
FUS suppressor,10%,38%,41%,32%,23%,/,10%,13%,21%,29%,8%,15%
WRN helicase inh,-7%,-3%,10%,-14%,-7%,0%,-10%,-11%,6%,-2%,-13%,1%
EPAC1 agonist,10%,7%,3%,3%,-2%,-2%,-2%,1%,-12%,5%,7%,4%
PLK1 PBD block,-10%,-21%,?,3%,-18%,2%,3%,-2%,-5%,3%,1%,2%
EPAC1 antagonist,-17%,2%,21%,-17%,?,1%,2%,4%,0%,0%,10%,0%

#25 O=C1C=C(c2cccc(CO)c2)C[C@@H](c2ccc3c(c2)OCO3)C1
#26 C=CCn1c(SCc2c(C)noc2C)nc2sc(C)c(C)c2c1=O
#27 Nc1nc(-c2ccccc2)ns1
#28 COc1ccc(S(=O)(=O)NCC2CCC(C(=O)O)CC2)cc1 (stereo not given)
#29 O=C(CCC(=O)OCc1ccc(Cl)cc1)Nc1cccc([N+](=O)[O-])c1
#30 Cc1nc2cc(NS(=O)(=O)c3cccc4cccnc34)ccc2s1
#31 COc1ccc(Cl)cc1NC(=O)CSc1ncnc2c1oc1ccccc12
#32 CNc1nc(-c2c(C)n(C)c3ccc(OC)cc23)cs1
assay / compound,25,26,27,28,29,30,31,32
PI5P4K alpha inh,-1,/,5,1,5,3,0,-12
aSyn yeast inh,3%,1%,0%,4%,0%,-1%,0%,0%
IL2 activator,-1.1,-0.5,-0.6,0.1,-2.3,-0.9,-0.8,0.8
Abeta rescue,23%,-3%,7%,-1%,?,-10%,-4%,-10%
FUS suppressor,5%,42%,/,-31%,8%,3%,-42%,40%
WRN helicase inh,8%,-17%,-1%,-3%,-3%,-31%,0%,-12%
EPAC1 agonist,-7%,13%,5%,14%,5%,3%,17%,6%
PLK1 PBD block,-10%,-9%,6%,-3%,-6%,-11%,-7%,-22%
EPAC1 antagonist,7%,3%,2%,8%,-7%,?,1%,?

Limited to Abeta rescue, WRN helicase inh and IL2 activator, for some of the entries so far:
nr	smiles	Abeta rescue	WRN helicase inh	IL2 activator
30	Cc1nc2cc(NS(=O)(=O)c3cccc4cccnc34)ccc2s1	-10%	-31%	-0.9
31	COc1ccc(Cl)cc1NC(=O)CSc1ncnc2c1oc1ccccc12	-4%	0%	-0.8

One compound at a time, from the list above. Screens in order: PI5P4K alpha inh | aSyn yeast inh | IL2 activator | Abeta rescue | FUS suppressor | WRN helicase inh | EPAC1 agonist | PLK1 PBD block | EPAC1 antagonist
C=CCn1c(SCc2c(C)noc2C)nc2sc(C)c(C)c2c1=O in the list: / | 1% | -0.5 | -3% | 42% | -17% | 13% | -9% | 3%
COc1cccc(-n2c(SCC(=O)NCc3ccco3)nnc2-c2c[nH]c3ccccc23)c1 in the list: -2 | -1% | -1.7 | 2% | 13% | -11% | 1% | -2% | 4%

The list continues:
#33 COc1ccc(CN2CC(=O)N(c3cc(Cl)ccc3C)C2=S)cc1OC
#34 Cc1cc(C)cc(-n2c3nc4ccccc4nc3c3c(=O)n(Cc4ccco4)cnc32)c1
#35 Cc1ccc(CSc2ncnc3onc(C)c23)cc1
#36 Cc1ccc(CNC(=O)c2ccc(N3CCC4(CC3)CC(c3cccc(Br)c3)=NO4)c(NC(=O)c3cccc(C)c3)c2)cc1
#37 CC[C@@H]1C(c2ccccc2)=NN(c2ccc(Br)cc2)[C@H]1C(=O)N1CCOC1=O
#38 Cc1ccc(/C=N/NC(=O)c2sccc2OCc2ccc(F)cc2)cc1
#39 O=C(OCC(=O)N1CCCC1=O)c1cccc(S(=O)(=O)N2CCOCC2)c1
#40 Cc1ccc2nc(-c3ccc(N4C(=N)SC5CS(=O)(=O)CC54)cc3)sc2c1 (stereo not given)
assay / compound,33,34,35,36,37,38,39,40
PI5P4K alpha inh,10,-29,-1,3,30,-1,1,-1
aSyn yeast inh,8%,0%,-1%,-3%,?,5%,0%,0%
IL2 activator,-1.8,0.6,0.1,0.1,-0.7,-0.1,1.2,1.4
Abeta rescue,-9%,7%,-11%,-7%,20%,-9%,-2%,0%
FUS suppressor,12%,28%,-11%,36%,16%,4%,10%,/
WRN helicase inh,0%,-11%,-26%,-7%[11.6 µM],-10%,0%,9%,5%
EPAC1 agonist,4%,16%,0%,-8%,3%,1%,-9%,1%
PLK1 PBD block,-25%,-14%,3%,19%,-15%,-3%,-4%,-6%
EPAC1 antagonist,?,10%,7%,-1%,-10%,?,6%,7%

Screening results as filed in PubChem BioAssay.
